# SENP8 block-1 = SENP8 protease inhibition; Q96LD8; purified SENP8, Z-RLRGG-aminoluciferin cleavage, luminescence; inhibition, % at 10 µM; 330,000 compounds, 1.2% hits; AID 2540; in the data active = inhibition above about 50%
# Target sequence (Q96LD8 whole entry, looked up): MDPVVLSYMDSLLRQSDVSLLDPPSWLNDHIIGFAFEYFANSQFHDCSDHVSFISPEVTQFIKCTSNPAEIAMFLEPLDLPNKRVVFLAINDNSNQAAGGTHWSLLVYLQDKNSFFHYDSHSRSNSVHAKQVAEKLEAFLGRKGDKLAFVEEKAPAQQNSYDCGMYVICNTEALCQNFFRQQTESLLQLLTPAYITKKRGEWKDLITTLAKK
# UBC13 polyUb = inhibitors of human UBC13 polyubiquitin chain formation; P61088; TR-FRET; inhibition, % at 20 µM; 330,000 compounds, 0.47% hits; in the data active = inhibition above about 45%, passing the limit was not always enough; inconclusive = no clear call, values can overlap the other calls
# Target sequence (P61088 whole entry, looked up): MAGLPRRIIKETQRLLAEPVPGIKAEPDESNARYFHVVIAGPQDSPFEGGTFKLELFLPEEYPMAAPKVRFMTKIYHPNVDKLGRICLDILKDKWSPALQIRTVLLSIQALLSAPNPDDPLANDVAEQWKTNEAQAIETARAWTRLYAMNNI
# HKDC1 inh = blocks human hexokinase HKDC1 activity; Q2TB90; recombinant HKDC1, G6PDH/diaphorase resazurin coupled fluorescence; inhibition, % at 20 µM; 340,000 compounds, 0.16% hits;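 active = inhibition above about 35% when tested at 20 µM, limit read from the data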;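 also: plate controls were DMSO wells with enzyme for no effect and DMSO wells lacking enzyme for full effect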
#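 Material: recombinant HKDC1 hexokinase; Amount: HKDC1 at 5 µg/mL; Medium: Tris pH 8.0 buffer with MgCl2, Tween-20, BSA, BME; Schedule: 90 min reaction incubation at room temperature, dark; Technique: coupled resazurin fluorescence, excitation 525 nm, emission 613 nm.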
# PfGluPho inh = PfG6PD (Plasmodium falciparum) enzyme inhibition. 350,000 compounds, 0.78% hits. inhibition, % at 20 µM. PfGluPho enzyme, NADPH resazurin-diaphorase fluorescence. AID 504690;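 active = inhibition reaching at least a set limit at 20 µM in the primary screen, cut at about 59% in these data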;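 also: 0% = DMSO wells with substrate and 100% = DMSO wells lacking glucose-6-phosphate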
# beta cell repl = inducers of beta-cell replication in MIN6 cells; MIN6 cells proliferation, ATPlite luminescence, 48 h; cells starved in 0.2% serum; 100% = growth in 10% serum; proliferation, % at 10 µM; 330,000 compounds, 0.29% hits; AID 2380;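 active = compounds whose signal lies at least 3.5 SD above the mean of all wells on their plate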;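 also: 0% = DMSO-treated cells in low-serum medium and 100% = 10% serum control; some compounds called inactive have numbers as strong as hits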
# SENP1 FRET inh = blocks the human SENP1 SUMO protease catalytic domain; Q9P0U3; recombinant SENP1 catalytic domain, CyPet-SUMO1-YPet FRET cleavage; inhibition, % at 10 µM; 360,000 compounds, 0.21% hits; AID 624204;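 active = inhibition at least 30% at 10 µM, raw YFP signal under a set limit, fluorescence ratio 0.5 to 1.5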;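 also: 0% = enzyme with DMSO and 100% = no enzyme wells; some results filed as inactive read as strong as hits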
# Target sequence (Q9P0U3 419-644 limits assumed): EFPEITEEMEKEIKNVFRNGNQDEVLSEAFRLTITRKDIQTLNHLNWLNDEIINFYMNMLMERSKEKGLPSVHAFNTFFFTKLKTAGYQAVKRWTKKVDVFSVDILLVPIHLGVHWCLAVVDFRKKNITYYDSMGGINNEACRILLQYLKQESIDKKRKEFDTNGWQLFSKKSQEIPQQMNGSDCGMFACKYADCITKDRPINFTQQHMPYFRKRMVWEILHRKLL
#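 Test system: hSENP1 catalytic domain, recombinant; Amount: 20 pM final SENP1 enzyme; Medium: Tris pH 8 buffer plus EDTA, NaCl, BME, BSA, NP40, catalase; Schedule: 50 min enzyme reaction, room temperature, light-protected; Technique: FRET fluorescence in CFP and YFP emission channels; Controls: no-enzyme wells low, DMSO-plus-enzyme wells high control.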
# SENP6 block = blocks the human protease SENP6; 330,000 compounds, 1.8% hits; Recombinant SENP6 catalytic domain, aminoluciferin luminescence; inhibition, % at 10 µM; Q9GZR1; AID 2599;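 active = inhibition above about 50% at the single tested dose, limit read from the data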;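 also: plate controls were DMSO wells with enzyme for no effect and DMSO wells lacking enzyme for full effect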
# Target sequence (Q9GZR1 628-1112 limits assumed): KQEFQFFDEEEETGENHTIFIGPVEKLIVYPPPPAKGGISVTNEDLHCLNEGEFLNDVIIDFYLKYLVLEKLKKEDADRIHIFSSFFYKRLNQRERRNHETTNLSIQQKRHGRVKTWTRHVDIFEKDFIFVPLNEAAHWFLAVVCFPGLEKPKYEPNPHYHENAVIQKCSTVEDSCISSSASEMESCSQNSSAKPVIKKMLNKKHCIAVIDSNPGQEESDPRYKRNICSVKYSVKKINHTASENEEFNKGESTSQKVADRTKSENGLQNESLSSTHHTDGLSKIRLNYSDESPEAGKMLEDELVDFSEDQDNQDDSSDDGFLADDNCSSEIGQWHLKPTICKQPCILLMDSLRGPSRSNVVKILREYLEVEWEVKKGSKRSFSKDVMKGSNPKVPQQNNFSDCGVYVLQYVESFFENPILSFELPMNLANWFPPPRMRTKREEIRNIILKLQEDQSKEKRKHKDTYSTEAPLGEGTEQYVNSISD
# SENP7 block = blocks the human protease SENP7 | Q9BQF6 | recombinant SENP7, Z-RLRGG-aminoluciferin luminescence, 40 min | inhibition, % at 5 µM | 330,000 compounds, 1.5% hits | AID 434973;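 active = inhibition above about 50% at the single test dose, limit read from the data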;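 also: plate controls were DMSO with enzyme for no effect and no enzyme buffer wells for full effect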
# SENP8 block-2 = inhibitors of human SENP8 protease; AID 602440; 360,000 compounds, 0.64% hits; inhibition, % at 20 µM; recombinant SENP8, Nedd8 substrate fluorescence; Q96LD8; in the data active = inhibition mostly above about 40%, no sharp cut-off; inactive = mostly below about 27%
# An asterisk follows results filed as active; i = inactive; ? = inconclusive; . = no result given.
SMILES,SENP8 block-1,UBC13 polyUb,HKDC1 inh,PfGluPho inh,beta cell repl,SENP1 FRET inh,SENP6 block,SENP7 block,SENP8 block-2
O=C1Nc2ccccc2C1(O)Cc1ccncc1 (stereo not given),-4,1,-7,-3,-2,1,-12,-9,35
CCOC(=O)c1sc(N(Cc2ccccc2)C(=O)CSc2ncn[nH]2)nc1C,-7,-5,6,3,-1,1,-2,5,28
CC(=O)c1ccc(NS(=O)(=O)Cc2ccc(Cl)cc2)cc1,-10,-20,-10,-18,0,2,-5,-1,-12
O=S(=O)(c1ccc(=S)[nH]c1)N1CCOCC1,8,-2,6,57,-2,4,7,2,15
O=C1C2CCCN2C(c2ccc(F)cc2)N1c1nccs1 (stereo not given),-1,3,3,6,-2,-13,-1,0,20
CN1CCN(C(=O)Nc2cccc3ccccc23)CC1,12,8,-7,10,3,1,-11,4,-387
CC(/C=N/NC(=O)c1nn(C)c(C)c1Br)=C\c1ccccc1,-6,9,-3,2,-4,1,-6,5,3
CC(=O)Nc1sc2c(c1C(c1ccccn1)N1CCCC1)CCCC2 (stereo not given),3,-3,3,-9,1,-9,2,7,-9
CN(Cc1ccccc1)C(=O)c1[nH]cnc1C(=O)Nc1ccon1,3,5,6,10,1,-2,-8,3,18
Cc1cc2c(c(=O)o1)C(CCC1CCCCC1)C(C#N)=C(N)O2 (stereo not given),6,-6,2,-3,-2,-76,-7,5,-33
Cn1c(=O)c2c(nc(NCCCN3CCOCC3)n2Cc2ccc(Cl)cc2)n(C)c1=O,-2,0,-1,21,0,1,-17,3,30
Cc1nn(CCCC(=O)NCc2ccccc2)c(C)c1[N+](=O)[O-],-11,-23,-8,-5,-3,1,-8,-5,17
C/C(=N/OC(=O)c1ccccc1Br)c1ccc(C)cc1,44,0,-2,-2,-4,2,61*,30,6
CSc1ccccc1NC(=O)CN(C)C(=O)Cc1c[nH]c2ccccc12,-13,-8,2,8,-2,-5,-6,15,-8
O=C(Nc1ccncc1)C1CC(=O)N(Cc2ccccc2)C1 (stereo not given),.,.,-6,-12,.,-1,.,.,3
CCNC(=S)NN(c1ccccc1)c1ccccc1,15,6,-5,-3,1,1,8,2,20
Cc1cc(NC(=O)CCN2CCC(C)CC2)ccc1Br,14,6,-2,0,-1,-1,-10,5,17
COCCCNC(=O)C[C@H]1C[C@H](C(=O)N2CCCCC2)[C@@]2(CCc3ccccc3)c3[nH]c4cc(CCC(=O)N(C)C)ccc4c3CCN2C1=O,.,.,5,4,.,-1,.,1,7
COc1ccc(C)cc1S(=O)(=O)N1CCC(C(=O)NC2CCCC2)CC1,5,2,-7,-8,6,-1,7,-10,3
Cc1nn(-c2ccccc2)c(Cl)c1C(=O)OCC(=O)NCCc1ccccc1,-10,-6,0,-13,0,2,-20,-6,9
Cc1ccccc1NC(=O)c1ccc(F)c(S(=O)(=O)NCC2CCCO2)c1 (stereo not given),-16,-4,0,-11,-1,-2,-2,-11,2
O=C(Nc1nc(-c2ccccn2)cs1)c1ccc(Cl)s1,6,-39,-6,-14,-8,1,11,-12,-85
Cc1cccnc1NC(=O)/C=C/c1ccc2c(c1)OCO2,-5,-9,-11,3,-2,-2,4,3,-179
O=C(NN=Cc1ccc(F)cc1)C1CC1,.,.,-4,6,.,1,.,.,7
COCCn1c(SCc2csc(-c3ccccc3)n2)nc2ccccc21,-7,-4,-4,29,-3,-2,-33,-6,12
# (continued)
SMILES,SENP8 block-1,UBC13 polyUb,HKDC1 inh,PfGluPho inh,beta cell repl,SENP1 FRET inh,SENP6 block,SENP7 block,SENP8 block-2
Cc1ccc(NS(=O)(=O)c2cccc3cccnc23)c(Br)c1,-4,-1,1,5,1,0,-5,8,10
O=C(CSc1nnc2c3c4c(sc3ncn12)CCCC4)NCc1ccco1,5,24,-4,-2,4,0,11,-5,9
CN(C(=O)Cc1c(C(=O)O)n(C)c2ccccc12)c1cccc(C(F)(F)F)c1,-7,-9,-4,-9,1,-4,-21,-3,13
CC12CCC(C(=O)NNC(=O)c3ccccc3)(OC1=O)C2(C)C (stereo not given),10,-10,-1,-12,-4,3,7,3,8
CCOc1ccc(CNC(=O)CCS(=O)(=O)Cc2ccccc2C)cc1OC,-3,-1,2,-12,2,2,18,8,13
Cc1ccccc1N(CC(=O)N/N=C/c1ccc(F)cc1)C(=O)c1ccccc1,-1,-7,2,8,-4,3,2,5,18
O=C(CNC(=O)c1cccc(Cl)c1)N/N=C/c1cccnc1,-8,4,3,8,0,3,-14,3,10
Cc1c(NC(=S)NC(=O)c2ccco2)c(=O)n(-c2ccccc2)n1C,-7,2,-6,-2,-2,0,-14,-3,15
CCN(CC(=O)NC1CCS(=O)(=O)C1)S(=O)(=O)c1ccc(C)cc1C (stereo not given),0,4,-10,0,0,2,-4,1,-2
COc1ccc(NC(=O)CCCC(=O)NCCc2ccc(OC)c(OC)c2)cc1,3,2,-6,-10,-3,1,-3,1,21
COc1ccc(Cn2c(-c3ccc(Cl)cc3)c[n+]3ccccc23)cc1,-3,-10,-9,1,-6,0,4,-3,-3
COC(=O)c1ccc(NC(=O)c2ccc(C)cc2)o1,1,4,-2,20,-1,-1,10,8,-5
O=c1oc2c(CN3CCCCC3)c(O)ccc2cc1-c1nc2ccccc2[nH]1,.,.,14,-16,.,-25,.,.,-250
Cc1ccc2nc(-c3ccccc3)cn2c1,95*,11,2,79*,-6,-1,99*,99*,-404
CCOc1ccc(NCc2nnc(SCC(=O)Nc3cc(C)on3)n2-c2ccc(OC)cc2)cc1,0,2,2,3,1,-4,-9,6,16
Cc1ccc(NC(=S)NNC(=O)CSc2nc3ccccc3c(=O)n2-c2ccc(C)cc2)cc1,-11,-16,-16,23,0,4,-13,-1,8
CCC(CC)C(=O)Nc1cc(C(=O)NCCc2ccccc2)ccc1Cl,6,-1,-10,-26,-2,4,-27,-9,7
COc1ccccc1CNC(=O)COC(=O)c1c[nH]c2ccccc12,2,3,2,37,8,0,2,4,6
Cc1noc(C)c1NC(=O)Nc1ccc2c(c1)C(=O)N([C@H](C)CO)C[C@H](C)[C@@H](CN(C)S(=O)(=O)c1cn(C)cn1)O2,8,17,-4,12,-2,-15,-28,0,-6
CN1CCC(=NNC(=O)C(=O)Nc2ccc(F)cc2)CC1,-1,-3,-8,-9,0,0,-5,-7,1
CCOc1ccccc1NC(=O)CSC1=NN2CCCC(=O)N=C2S1,2,9,2,11,3,1,7,-5,2
CN(C(=O)c1cccc(NC(=O)Cc2cccc([N+](=O)[O-])c2)c1)C1CCCCC1,1,12,-2,9,-4,2,-5,-2,11
CCC(=O)N/N=C(\C)CC(=O)Nc1ccccc1-c1ccccc1,-5,0,-9,14,-1,0,5,8,23
O=C(Nc1cccnc1)Nc1ccccc1Cl,10,6,4,11,-5,0,38,39,10
COc1ccc(/C=N\NC(=O)c2ccccc2)cc1COc1ccccc1,9,-1,-2,0,-6,0,6,-3,-69

# Fetched by compound from above (four):
SMILES,SENP8 block-1,UBC13 polyUb,HKDC1 inh,PfGluPho inh,beta cell repl,SENP1 FRET inh,SENP6 block,SENP7 block,SENP8 block-2
Cc1c(NC(=S)NC(=O)c2ccco2)c(=O)n(-c2ccccc2)n1C,-7,2,-6,-2,-2,0,-14,-3,15
O=C(CSc1nnc2c3c4c(sc3ncn12)CCCC4)NCc1ccco1,5,24,-4,-2,4,0,11,-5,9
COc1ccccc1CNC(=O)COC(=O)c1c[nH]c2ccccc12,2,3,2,37,8,0,2,4,6
O=C(Nc1cccnc1)Nc1ccccc1Cl,10,6,4,11,-5,0,38,39,10

# Other compounds.
SMILES,SENP8 block-1,UBC13 polyUb,HKDC1 inh,PfGluPho inh,beta cell repl,SENP1 FRET inh,SENP6 block,SENP7 block,SENP8 block-2
O=[N+]([O-])c1cc([N+](=O)[O-])c2nonc2c1Nc1ccc(O)cc1,-1,-182,10,30,-5,-14,58*,18,79*
COc1ccc(S(=O)(=O)NCC(c2ccc(C)cc2)N2CCN(C)CC2)cc1 (stereo not given),2,-2,-3,-8,-4,2,0,-7,18
Cn1c(-c2ccccc2)c[n+]2c1-c1ccccc1C2,-5,6,8,3,-6,0,-12,-7,-1
CC(C)(C)c1ccc(/C=C/C(=O)N2CCN(c3ncccn3)CC2)cc1,-8,-8,-4,4,-5,0,-2,-3,10
CCCNC(=O)CS(=O)(=O)Cc1nc(-c2cccc(OC)c2)oc1C,0,-3,0,-11,1,0,-13,-8,3
O=C(CSc1nnc2ccc(-c3cccnc3)nn12)Nc1ccc(F)cc1F,-7,-3,5,7,-2,-6,-20,-5,-50
COc1ccc(-n2nc(C(=O)NCC(=O)N3CCN(c4ccc(F)cc4)CC3)c3ccccc3c2=O)c(OC)c1,2,0,-5,10,-2,1,-10,5,-31
COc1cc(OC)c(OC)cc1/C=C1\Oc2cc(OCC(=O)N3Cc4ccccc4C[C@H]3C(=O)O)ccc2C1=O,-11,-158,21,5,-3,-21,-7,-9,-69
CN(c1ccc(Cl)cc1)S(=O)(=O)c1nnc(NC(=O)C(C)(C)C)s1,-7,2,-3,-11,-1,0,-10,0,10
CCCCN(CC)C(=O)c1n[nH]c(=O)c2ccccc12,1,17,3,2,-1,1,8,6,6
Cc1c(Cc2ccc3c(c2)OCO3)sc(NC(=O)C(C)(C)C)c1C#N,-12,3,3,1,-3,1,-10,17,9
Cc1ccc(NC(=O)c2cccnc2)cc1C,-10,3,-5,3,-3,1,0,1,2
COc1cc(OC)cc(N(C(=O)C2COc3ccccc3O2)C(C(=O)NC2CCCCC2)c2ccc(O)cc2)c1 (stereo not given),1,5,-1,11,-6,2,-22,0,16
O=S(=O)(c1cccc(NC(=S)Nc2ccc(Br)cc2Cl)c1)N1CCOCC1,-5,-3,3,7,-1,-2,-12,-6,14
O=C(CSc1nc2ccccc2c(=O)n1-c1ccccc1)N1CCc2ccccc21,3,0,-5,-13,0,0,6,5,19
Cc1c(Cl)cccc1NC(=O)Cn1c(CCC(=O)O)ccc1-c1ccc(Cl)cc1,-4,-7,1,-37,0,0,-9,-1,-37
N#Cc1ccccc1S(=O)(=O)N1CCN(C(=O)C2CC(=O)N(c3ccc4c(c3)OCCO4)C2)CC1 (stereo not given),1,-3,-7,3,-3,1,-15,5,13
Cc1nc2ccccc2cc1OCc1ccc(F)cc1,-16,-9,-8,26,-6,1,3,-12,4
COc1ccc(SN=C2C(C)=CC(=O)C=C2C)cc1,-5,-73,-7,28,-6,-7,-14,-2,14
O=C(Cc1cccc2ccccc12)Nc1ccc(-c2cc3ccccc3oc2=O)cc1,0,?,4,-36,-4,-46,-12,1,i
CCN(CCC(=O)Nc1ccc(Br)c(C)c1)Cc1ccccc1,5,10,-4,1,-4,3,14,0,24
Nc1n[nH]c(=S)n1-c1ccc(Cl)cc1,3,7,0,43,-4,1,19,12,8
O=C(CN1CCN(C(=O)CCC(=O)N2CCC(c3ccccc3)=N2)CC1)Nc1ccc(F)cc1,-7,-7,-4,0,-3,-1,-13,-10,11
CCOC(=O)c1ccc(N=Cc2c(O)c3ccccc3oc2=O)cc1,-16,8,4,2,3,2,-13,-3,-42
O=C(c1cccnc1)N(Cc1ccccc1)C(=O)c1cccnc1,.,.,-6,-1,.,1,.,.,7
O=C(NCC(c1ccco1)N1CCc2ccccc2C1)C(=O)Nc1cc(F)ccc1F (stereo not given),-1,0,1,25,-1,-2,-11,1,19

# From PubChem
